Compound activity as filed in PubChem BioAssay.
Glioma ERSR ind: qHTS for Inducers of the Endoplasmic Reticulum Stress Response (ERSR) in Human Glioma: qHTS; U87-MG GRP78 promoter luciferase reporter, 16 h; Potency, µM, for the others: at the top dose activation, actives largely listed as activators; actives 0.02% (n = 420,000); AID 602332, 2012; note: potency is the fitted concentration of half-maximal effect; series mostly up to about 76 µM; % of control where 0% means no effect; nearly all actives have a fitted effect of over 35% in size
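Stably transfected U87-MG human glioma cells carrying a GRP78-based luminescent sensor were seeded at 1000 cells/well, pin-dosed with compounds and incubated 16 h. Luciferase reagent was then added, and end-point luminescence was read after 10 min at room temperature.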
LDHA inh: qHTS assay for inhibitors of human lactate dehydrogenase; activity change, % (values are at about 110 or 230 µM); L-lactate dehydrogenase A chain (Homo sapiens), P00338; purified LDHA, NADH/diaphorase-resazurin fluorescence; hits give low values; actives 0.15% (n = 480,000); in the data active = activity change below about -30%; inconclusive = mostly about -25% to -30%;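 note: plate controls were DMSO wells for no effect and wells without enzyme for full effect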
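LDH5 2 nM; NADH 0.06 mM, pyruvate 0.2 mM; 200 mM Tris pH 7.4, EDTA, Tween-20; 5 min RT. Detection: diaphorase 0.133 mg/mL + resazurin 37 µM, fluorescence ex540/em590 at 0 and 20 min; normalized to enzyme-free and DMSO wells.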
Vif-A3G inh: qHTS for Inhibitors of Vif-A3G Interactions: qHTS. DNA dC->dU-editing enzyme APOBEC-3G (Homo sapiens), Q9HC16. Potency, µM (top dose mostly 46.1 µM), inactives show at the highest dose activity, negative = active, actives largely listed as inhibitors. HeLa A3G-eYFP + Vif (tagged APOBEC3G with the HIV-1 protein that degrades it), YFP fluorescence, overnight. actives 0.076% (n = 410,000). AID 602310, 2012;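 note: potency is the fitted concentration of half-maximal effect; % is set by controls: 0 for no effect and ±100 for the full control effect; nearly all actives have a fitted effect of over 60% in size; hits raise eYFP signal because A3G escapes Vif-driven loss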
Target sequence (Q9HC16 whole entry, looked up): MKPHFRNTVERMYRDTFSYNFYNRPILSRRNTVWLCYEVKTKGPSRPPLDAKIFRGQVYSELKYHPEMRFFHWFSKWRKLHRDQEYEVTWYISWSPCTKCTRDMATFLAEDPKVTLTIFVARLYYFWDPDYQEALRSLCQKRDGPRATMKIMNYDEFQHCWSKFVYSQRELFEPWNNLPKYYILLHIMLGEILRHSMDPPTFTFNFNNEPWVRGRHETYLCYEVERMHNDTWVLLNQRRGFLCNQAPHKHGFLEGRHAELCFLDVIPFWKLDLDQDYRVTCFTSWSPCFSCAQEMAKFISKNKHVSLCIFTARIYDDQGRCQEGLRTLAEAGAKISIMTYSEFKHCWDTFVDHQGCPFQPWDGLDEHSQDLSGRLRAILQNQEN
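Read-out is eYFP fluorescence (Ex 488/Em 500-530) from Vif-expressing HeLa A3G-eYFP cells; more signal means A3G escaped Vif-mediated degradation. Cells plated overnight, compound pinned in, incubated overnight at 37 deg C.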
* hit, by the source's call; ? = inconclusive; & = joins results of further samples. Unless noted, calls come from the whole dose curve; as a rule, active = well fitted curve in the direction sought with a large enough effect; inconclusive = small, poorly fitted or top-dose-only effect, or another doubt; inactive = no such curve, though single readings can be large; an effect the other way counts as inactive or inconclusive. This is a subset; the hit share may differ from the screen's.

1) Cc1ccccc1NC(=O)Nc1nc(C2CCC(=O)N2)cs1 (stereo not drawn)
2) O=C(NCc1cc(Cl)cc(Cl)c1)c1ccc2nc(COCCO)[nH]c2c1
3) O=C(NCc1ccccc1)c1cc(C2COCCN2C(=O)C/C=C/c2ccccc2)on1 (stereo not drawn)
4) COc1cccc(C(O)c2nc(-c3cc4ccccc4o3)cs2)c1 (stereo not drawn)
5) Cc1cc(C)c(C#N)c(OCC2CCCO2)n1 (stereo not drawn)
6) CC(C)c1ccc(NC(=O)Nc2nc(C(N)COCc3ccccc3)cs2)cc1 (stereo not drawn)

assay / entry,1,2,3,4,5,6
Vif-A3G inh,1%,-5%,-2%,-10%,3%,3%
Glioma ERSR ind,-2%,-4%,-7%,9%,-4%,-13%
LDHA inh,-5,-1,-7,-1,-2,-14

7) CCCNC(=O)c1cc(C2CCCCN2S(=O)(=O)c2ccc(OC)cc2)on1 (stereo not drawn)
8) Cc1ccc(-c2csc(C(C)(O)c3cccc(F)c3)n2)cc1C (stereo not drawn)
9) CS(=O)(=O)c1ccc(C(=O)OCC(=O)N2CCOCC2)cc1[N+](=O)[O-]
10) Brc1ccc2nc(C3CCCCC3)c(CC3CCCCC3)n2c1
11) O=C(O)c1cc2cccc([N+](=O)[O-])c2[nH]1
12) NC(Cc1ccc(Cl)cc1)c1csc(Nc2ccc(C(=O)c3ccccc3)cc2)n1 (stereo not drawn)

assay / entry,7,8,9,10,11,12
Vif-A3G inh,2%,-9%,?,-6%,0%,3%
Glioma ERSR ind,-2%,-4%,-12%,0%,-4%,-12%
LDHA inh,-7,-6,-6,-4,18&-3,-10

13) CCc1nc2ccc(C(=O)Nc3ccc(OC)c(OC)c3)cn2c1N(CCC(C)C)CCN(C)C
14) CCOC(=O)C1(C)CCCN(C(=O)c2ccc3ccccc3c2)C1 (stereo not drawn)
15) CC1(C(=O)Nc2ccc(F)c(Cl)c2)Cc2c(-c3ccccc3)ccnc2O1 (stereo not drawn)
16) COc1cccc(C(C)(O)c2nc(-c3ccccc3OC)cs2)c1 (stereo not drawn)
17) CCOC(=O)C1=CCN(S(=O)(=O)c2ccccc2Cl)C1c1cccc(F)c1 (stereo not drawn)
18) CC(C)Oc1cccc(C(=O)Nc2nnc([C@@H]3C[C@H](O)[C@@H](CO)O3)s2)c1

assay / entry,13,14,15,16,17,18
Vif-A3G inh,1%,-3%,-2%,-2%,-5%,2%
Glioma ERSR ind,-1%,0%,-2%,-4%,-4%,-1%
LDHA inh,-1,-8,3,0,-2,-7

19) COc1ccc(C(C)C)cc1-c1ccc2nncn2c1
20) NC(c1ccccc1)c1cccs1 (stereo not drawn)
21) Fc1cc(Cl)ccc1Nc1nc(NCc2ccccc2)nc2ccsc12
22) CSc1ccc(OC2(C)CCN(Cc3cc4ccccc4o3)C2)cc1 (stereo not drawn)
23) CC1(Cc2ccc(C(F)(F)F)o2)C(=O)Nc2ccc(-c3cccc(C(F)(F)F)c3)cc21 (stereo not drawn)
24) Cc1nc(C(F)(F)F)ccc1C(=O)N1CCC1(C)C(=O)NS(=O)(=O)c1ccc(Cl)cc1 (stereo not drawn)

assay / entry,19,20,21,22,23,24
Vif-A3G inh,-1%,1%,-4%,-5%,1%,-3%
Glioma ERSR ind,-1%,-2%,-3%,2%,-10%,-3%
LDHA inh,-12,0,-1,-5,-2,-10

25) CCCC(=O)N1CCC1(C)C(=O)NS(=O)(=O)c1ccccc1Cl (stereo not drawn)
26) CCCS(=O)(=O)NC(=O)C1(C)CCCN(C(=O)c2ccco2)C1 (stereo not drawn)
27) CSc1ncccc1C(=O)N1CCC(C)(C(=O)O)C1 (stereo not drawn)
28) CCc1nc2c(OCCc3cccc(OC)c3)cccn2c1N(C)C(=O)c1cccs1
29) O=C(NCc1ccccc1Cl)c1csc([C@H]2C[C@H](O)[C@@H](CO)O2)n1
30) CC1(Cc2ccccc2C#N)C(=O)Nc2ccc(OC(F)(F)F)cc21 (stereo not drawn)

assay / entry,25,26,27,28,29,30
Vif-A3G inh,2%,0%,3%,-4%,-2%,-2%
Glioma ERSR ind,-2%,3%,0%,-4%,-4%,0%
LDHA inh,-1,-5,0,-10,-6,2

6 entries picked at random from the list so far:
27) CSc1ncccc1C(=O)N1CCC(C)(C(=O)O)C1 (stereo not drawn)
25) CCCC(=O)N1CCC1(C)C(=O)NS(=O)(=O)c1ccccc1Cl (stereo not drawn)
30) CC1(Cc2ccccc2C#N)C(=O)Nc2ccc(OC(F)(F)F)cc21 (stereo not drawn)
28) CCc1nc2c(OCCc3cccc(OC)c3)cccn2c1N(C)C(=O)c1cccs1
26) CCCS(=O)(=O)NC(=O)C1(C)CCCN(C(=O)c2ccco2)C1 (stereo not drawn)
29) O=C(NCc1ccccc1Cl)c1csc([C@H]2C[C@H](O)[C@@H](CO)O2)n1

assay / entry,27,25,30,28,26,29
Vif-A3G inh,3%,2%,-2%,-4%,0%,-2%
Glioma ERSR ind,0%,-2%,0%,-4%,3%,-4%
LDHA inh,0,-1,2,-10,-5,-6

Other structures:
31) NC(=O)c1cccc(-c2csc(C(O)c3ccccc3)n2)c1 (stereo not drawn)
32) CC1(C(=O)Nc2ccc(F)c(Cl)c2)Cc2c(-c3cccc(C(N)=O)c3)ccnc2O1 (stereo not drawn)
33) CCOC(=O)C1(C)CCCN(C(=O)c2cccs2)C1 (stereo not drawn)
34) O=C(NCc1ccc(F)cc1)c1cc(C2CCCCN2C(=O)OCCF)on1 (stereo not drawn)
35) Cc1ccccc1S(=O)(=O)NC(=O)C1(C)CCN1C(=O)Cc1cccs1 (stereo not drawn)
36) OC(c1ccc(F)c(F)c1)c1nc(-c2ccc(F)c(Cl)c2)cs1 (stereo not drawn)

assay / entry,31,32,33,34,35,36
Vif-A3G inh,1%,-6%,-4%,-3%,0%,-17%
Glioma ERSR ind,-3%,-5%,-3%,-3%,-2%,-1%
LDHA inh,-10,-6,2,-5,-11,-5

37) CC(C)(C)NC(=S)N1CCC2CC1c1cc(-c3ccc4c(c3)OCO4)ccc12 (stereo not drawn)
38) COc1ccc(NC(=O)c2cc(C3CCCCN3S(=O)(=O)c3c(C)noc3C)on2)c(C)c1 (stereo not drawn)
39) CC(=O)Nc1cccc(-c2ccnc3c2CC(C(=O)Nc2cccc(Oc4ccccc4)c2)O3)c1 (stereo not drawn)
40) Cc1ccc([C@@H]2C[C@H]3[C@@H](CN2S(=O)(=O)c2ccc(C)cc2)C(=O)C[C@@H](c2ccccc2F)N3S(=O)(=O)c2ccc(C)cc2)cc1
41) Cc1ccccc1Cn1c(C)c(C(=O)NCCC#N)sc1=O
42) Cc1cnc(CNC(=O)C2(C)CCCN2CC(C)C)cn1 (stereo not drawn)

assay / entry,37,38,39,40,41,42
Vif-A3G inh,0%,1%,-9%,-4%,-1%,0%
Glioma ERSR ind,-3%,-3%,-2%,-3%,0%,-2%
LDHA inh,-1,-6,-5,-12,-3,-1

43) Nc1nc(NCc2ccc(F)cc2)c2[nH]cnc2n1
44) CCOC(=O)C1CCCN(C(=O)c2ccc(C)c(F)c2)CC1 (stereo not drawn)
45) C/C=C(\C)NNC(=O)Cc1ccc(OC)cc1
46) CN(C)c1ccc(/C=C/c2cc(/C=C/c3ccc(N(C)C)cc3)c3ccccc3n2)cc1
47) CCOC(=O)C(=Cc1ccc(N(C)C)cc1)C(=O)c1ccccc1
48) CC1(C(=O)NS(=O)(=O)c2ccc(Cl)s2)CCN1C(=O)Cc1ccc(-c2ccccc2)cc1 (stereo not drawn)

assay / entry,43,44,45,46,47,48
Vif-A3G inh,-3%,-3%,2%,2.8µM*,-18%,-5%
Glioma ERSR ind,-3%,-1%,-4%,-10%,1%,-1%
LDHA inh,2,-5,-11,4,-3,-17

49) COC(=O)[C@@H](Cc1ccccc1)NC(=O)[C@H]1O[C@@H](n2cnc3c(N)ncnc32)[C@H](O)[C@@H]1O
50) CC1(C(=O)Nc2ccccc2)CCN1C(=O)CCc1ccc(Cl)cc1Cl (stereo not drawn)
51) Cc1cccc(N2CCN(C(=O)c3[nH]c(C(F)(F)F)nc3-c3ccccc3)CC2)c1C
52) CCc1nc2c(OCc3ccc(C(=O)OC)cc3)cccn2c1N(C)C(=O)c1ccc(OC)cc1
53) O=C(O)c1cccc(-c2csc(C(O)c3ccc(F)cc3)n2)c1 (stereo not drawn)
54) CC1(C(=O)NS(=O)(=O)c2ccccc2Cl)CCN1C(=O)COc1ccc(Cl)cc1 (stereo not drawn)

assay / entry,49,50,51,52,53,54
Vif-A3G inh,0%,0%,-27%,1%,-3%,-3%
Glioma ERSR ind,-2%,-3%,-6%,0%,-12%,0%
LDHA inh,0,-2,1,10,-11,-12

Records listed above that bear a hit mark in Vif-A3G inh.
nr | canonical_smiles | Vif-A3G inh
46 | CN(C)c1ccc(/C=C/c2cc(/C=C/c3ccc(N(C)C)cc3)c3ccccc3n2)cc1 | 2.8µM*

Other compounds:
55) OC[C@H]1O[C@@H](c2nc(-c3ccc(CN4CCOCC4)cc3)no2)[C@H](O)[C@@H](O)[C@H]1O
56) COc1cc(NC(=O)[C@H]2O[C@@H](n3cnc4c(N)ncnc43)[C@H](O)[C@@H]2O)cc(OC)c1OC
57) O=C(NCc1cccc(F)c1)Nc1nnc([C@@H]2C[C@H](O)[C@@H](CO)O2)s1
58) COc1ccc(CNC(=O)c2sc(=O)n(Cc3cc(Cl)ccc3OC)c2C)cc1
59) S=C(NCCCCN(Cc1ccc(Cl)cc1)c1ccc(Br)cn1)NCCCc1cnc[nH]1
60) COc1ccc(/C=C/c2ccnc3ccccc23)cc1

assay / entry,55,56,57,58,59,60
Vif-A3G inh,-4%,0%,1%,1%,-20%&-16%,?
Glioma ERSR ind,-3%,-5%,1%,-2%,-7%&-11%,5%
LDHA inh,-7,-6,-4,-2,1&0,-9

61) CN(Cc1ccc(Cl)cc1)C(=O)c1[nH]c(C(F)(F)F)nc1-c1ccccc1
62) C=CCOc1cccn2c(N(C)C(=O)c3ccccc3F)c(CC)nc12
63) CC1(C(=O)O)CCCN1C(=O)c1cccc2ccccc12 (stereo not drawn)
64) COc1ccc(C=C(C(C)=O)C(=O)c2ccccc2)cc1
65) COc1ccc(CNC(=O)c2ccc(-c3cccnc3)c3ccoc23)cc1OC
66) O=C(NCCc1ccccc1)c1[nH]c(C(F)(F)F)nc1-c1ccccc1

assay / entry,61,62,63,64,65,66
Vif-A3G inh,0%,0%,2%,-12%,-3%,2%
Glioma ERSR ind,-4%,-1%,2%,12%,0%,-4%
LDHA inh,-8,-7,-1,5,4,-8

67) CCCCNC(=O)C1(C)CCN1C(=O)c1ccc(F)cc1Cl (stereo not drawn)
68) CCn1nnnc1Sc1nc(C)nc2scc(-c3ccccc3)c12
69) COc1ccc(NC(=O)c2cc(C3CCCCN3S(=O)(=O)c3ccc(F)cc3F)on2)c(C)c1 (stereo not drawn)
70) O=C(Nc1cccc(Cl)c1)Nc1nnc([C@@H]2C[C@H](O)[C@@H](CO)O2)s1
71) C=C1C=C(C)n2ncc(C(=O)Nc3cccc(C(=O)Nc4cccc(C(F)(F)F)c4)c3)c2N1
72) CC(=O)Nc1ccc(C(=O)N2CCCC(c3cc(C(=O)Nc4ccccc4)no3)C2)cc1 (stereo not drawn)

assay / entry,67,68,69,70,71,72
Vif-A3G inh,-2%,0%,2%,1%,1%,-2%
Glioma ERSR ind,-4%,-1%,-1%,-1%,-2%,-1%
LDHA inh,-7,2,-5,-15,-2,-7
